Compound activity as filed in PubChem.
LmPK inhibitor – blocks Leishmania mexicana pyruvate kinase activity; Q27686; Potency, µM (top dose mostly 57.5 µM), for inactives: at the highest dose activity change, negative = inhibition, hits mostly inhibitors; purified LmPK, Kinase-Glo ATP luminescence, 1 h; 290,000 tested, 0.37% active; also: potency is read from the fitted curve at half-maximal effect
Target sequence (Q27686 whole entry, looked up): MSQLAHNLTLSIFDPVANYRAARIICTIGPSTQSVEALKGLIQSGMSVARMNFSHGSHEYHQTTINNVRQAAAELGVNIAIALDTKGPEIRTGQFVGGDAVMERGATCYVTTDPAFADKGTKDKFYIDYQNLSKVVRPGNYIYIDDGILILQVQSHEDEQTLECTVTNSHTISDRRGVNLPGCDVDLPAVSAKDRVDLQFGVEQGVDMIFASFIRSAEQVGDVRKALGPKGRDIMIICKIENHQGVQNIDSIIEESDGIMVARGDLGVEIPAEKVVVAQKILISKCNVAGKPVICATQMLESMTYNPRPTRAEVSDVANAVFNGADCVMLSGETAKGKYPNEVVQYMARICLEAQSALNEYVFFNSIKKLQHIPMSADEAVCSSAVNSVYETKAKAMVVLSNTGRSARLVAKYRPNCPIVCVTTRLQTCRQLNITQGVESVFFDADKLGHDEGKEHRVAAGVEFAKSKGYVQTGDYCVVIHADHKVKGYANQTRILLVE
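qHTS format; LmPK 0.1 nM; substrates PEP 0.5 mM and ADP 0.1 mM. One-hour room-temperature incubation, then coupled luciferase luminescence; 0.5 nM enzyme wells mark activation.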
AmpC detergent – AmpC beta-lactamase inhibition with detergent present. P00811. AmpC hydrolysis of nitrocefin, absorbance 480 nm, 0.01% Triton. Potency, µM (titrated, usually from 114 µM), for the others: at the highest dose activity change, negative = inhibition, most hits filed as inhibitors. 370,000 tested, 0.041% active. AID 485294;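 also: potency is read from the fitted curve at half-maximal effect; 0% = no-compound wells and -100% = no-enzyme wells; nearly all actives have a fitted effect of over 25% in size; some results filed as inactive show a strong effect at the top dose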
Target sequence (P00811 whole entry, looked up): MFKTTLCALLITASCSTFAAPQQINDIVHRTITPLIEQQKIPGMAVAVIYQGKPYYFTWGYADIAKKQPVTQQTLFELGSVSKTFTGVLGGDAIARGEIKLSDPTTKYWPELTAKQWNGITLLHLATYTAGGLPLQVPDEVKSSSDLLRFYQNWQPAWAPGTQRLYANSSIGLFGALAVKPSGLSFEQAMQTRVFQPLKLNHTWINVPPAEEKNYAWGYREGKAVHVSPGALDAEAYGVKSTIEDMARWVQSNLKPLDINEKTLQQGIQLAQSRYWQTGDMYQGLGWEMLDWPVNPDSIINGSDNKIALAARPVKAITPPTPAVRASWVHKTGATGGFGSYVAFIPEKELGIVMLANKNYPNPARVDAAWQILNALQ
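20 mM phosphate pH 7.0 + 0.01% (detergent screen) or 0.0001% Triton X-100; 5.3 nM AmpC reagent; cpd preinc 15 min RT; nitrocefin (800 uM stock) to start; A480 q20 s × 4 min; Activity was normalised to no-enzyme and no-compound control wells.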
HCMV inh – blocks human cytomegalovirus replication; HFF cells, HCMV-luciferase reporter, 72 h; active compounds read low; activity change, negative = inhibition, % at 57.5 µM; 410,000 tested, 4.5% active; AID 1259415; in the data active = activity change below about -60%; inconclusive = no clear call, values can overlap the other calls; inactive = above about -39%
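Cell-based, HFFs, 1000 cells/well, 16 h 37C; cpds in DMSO + HCMV-luc, MOI 1 PFU/cell; 72 h 37C; OneGlo luminescence after 5 min RT; norm. to buffer vs Salinomycin 10uM.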
AMA1-RON2 inh – inhibitors of Plasmodium falciparum AMA1-RON2 interaction; AlphaScreen AMA1-biotinylated RON2 peptide binding; 360,000 tested, 0.2% active; Potency, µM (series often up to 58.2 µM), without a hit: at the top dose activity change, negative = inhibition, most hits filed as inhibitors;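 also: potency is read from the fitted curve at half-maximal effect; 0% = vehicle wells and -100% = peptide control; nearly all actives have a fitted effect of over 45% in size; some results filed as inactive show a strong effect at the top dose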
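AMA1 (3D7) with his tag at 25 nM final met compounds first, then biotinylated RON2 peptide at 25 nM; detection used donor plus acceptor beads, 10 µg/mL apiece, read by AlphaScreen after 30 min at room temperature.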
Sm TGR block – inhibitors of Schistosoma mansoni thioredoxin glutathione reductase | Q962Y6 | purified TGR, DTNB reduction, TNB absorbance 405 nm | Potency, µM (top dose mostly 114 µM), for inactives: top-dose activity change, negative = inhibition, hits mostly inhibitors | 360,000 tested, 3% active | AID 485364; also: potency is read from the fitted curve at half-maximal effect; nearly all actives have a fitted effect of over 60% in size
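Kinetic colorimetric format: TGR-catalysed, NADPH-driven DTNB reduction monitored via TNB absorbance. Enzyme dispensed at 20 nM; compound exposure 15 min at room temperature before reaction start.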
Tb PYK inh – inhibitors of Trypanosoma brucei pyruvate kinase; TbPYK enzyme, Kinase-Glo Plus ATP luminescence, 45 min; 410,000 tested, 0.12% active; AID 624173; Potency, µM (top dose mostly 76.8 µM), without a hit: top-dose activity, negative = inhibition, most hits filed as inhibitors; also: potency is read from the fitted curve at half-maximal effect; nearly all actives have a fitted effect of over 50% in size
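Activity of T. brucei pyruvate kinase was followed by Kinase-Glo Plus luminescence after the enzyme reacted 45 min at room temperature with 130 uM ADP (final) and substrate. Test compounds were added before ADP at multiple concentrations.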
AmpC inh no detg – blocks E. coli AmpC beta-lactamase in detergent-free assay. P00811. AmpC nitrocefin hydrolysis, absorbance 480 nm, 0.0001% Triton. Potency, µM (doses to about 57.1 µM), for inactives: top-dose activity change, negative = inhibition, most hits filed as inhibitors. 330,000 tested, 0.52% active. AID 485341;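 also: potency is read from the fitted curve at half-maximal effect; plate controls were no compound for no effect and no enzyme for full effect; nearly all actives have a fitted effect of over 20% in size; some results filed as inactive show a strong effect at the top dose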
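20 mM phosphate pH 7.0 + 0.01% (detergent screen) or 0.0001% Triton X-100; 5.3 nM AmpC reagent; cpd preinc 15 min RT; nitrocefin (800 uM stock) to start; A480 q20 s × 4 min; Activity was normalised to no-enzyme and no-compound control wells.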
* = called active by the depositor; ? = inconclusive; nt = not tested or not shown; + = active, no number; & = joins results of further samples; [ ] = dose if it differs, or a comment. Unless noted, calls follow the shape of the dose curve; as a rule, active = well fitted curve in the direction sought with a large enough effect; inconclusive = small, poorly fitted or top-dose-only effect, or another doubt; inactive = no such curve, though single readings can be large; an effect the other way counts as inactive or inconclusive. Unless noted, % is scaled to controls: 0 for no effect and ±100 for the full control effect.

Under each structure: LmPK inhibitor | AmpC detergent | HCMV inh | AMA1-RON2 inh | Sm TGR block | Tb PYK inh | AmpC inh no detg
- COc1cc(OC)cc(C(=O)NC(C(=O)NNC(=O)c2cc(Cl)ccc2OC)C(C)C)c1 (stereo not given)
→ nt | 15% | -25 | 102%[activator] | -1% | 4% | 15%
- O=C(C1=C(O)C(=O)N(c2ncccn2)C1c1cccs1)c1ccco1 (stereo not given)
→ -1% | 0% | -4 | ? | ? | -6% | -18%
- CCOC(=O)c1sc2ccccc2c1S(=O)(=O)N1CCN(c2cccc(C)c2)C(C)C1 (stereo not given)
→ nt | 24% | -24 | nt | -2% | -7% | nt
- CN(C)S(=O)(=O)c1ccc(C(=O)OCC(=O)Nc2cccnc2Cl)cc1
→ -7% | -7% | 33 | -1% | 1% | 1% | -11%
- Cc1ccc(NC(=O)NN2CCOCC2)cc1
→ -1% | 2% | 37 | -2% | 5% | 6% | -7%
- COc1ccc(-n2c(COc3cccc4ccccc34)nnc2SCC#N)cc1
→ 7% | 2% | 19 | -6% | -7% | 0% | 39%
- O=C(O)c1ccccc1NC(=O)N1CCOCC1
→ 1% | -6% | -36 | -22% | 2% | 6% | -20%
- CCOc1ccc(OCCOC(=O)CN(C)S(=O)(=O)c2ccc(NC(C)=O)cc2)cc1
→ nt | -17% | -11 | 8% | 1% | -8% | 5%
- O=C(/C=C\N1CCOCC1)c1ccc(Br)cc1
→ 0% | -12% | 16 | 9% | 16µM* | 6% | -40%
- COc1ccc(OC)c(N(CC(=O)N2CCN(Cc3ccccc3)CC2)S(C)(=O)=O)c1
→ -2% | 3% | 93 | -1% | 0% | -15% | 29%
- Cc1ccc(-c2cnn(-c3cccc([N+](=O)[O-])c3)c2N)cc1
→ -5% | ? | ? | -16% | -5% | 8% | -23%
- O=C1C(Cl)=C(Nc2ccc(F)cc2)C(=O)N1CCc1ccccc1
→ -2% | -3% | 39 | -5% | -4% | 2% | -36%
- Cc1ccc(/C(O)=C2/C(=O)C(=O)OC2c2ccc(Cl)cc2)cc1 (stereo not given)
→ 5% | ? | 10 | 5% | -22% | 7% | -58%
- N#CCOc1ccc2oc(-c3ccco3)cc(=O)c2c1
→ -4% | 4% | nt | nt | -1% | nt | -23%
- O=C(CSc1ccccc1)NNC(=O)c1ccncc1
→ nt | -14% | 4 | 64%[activator] | 0% | 0% | -13%
- O=C(NCCO)C(=O)Nc1cc2c3c(c1)CC(=O)N3CCC2
→ -8% | 2% | + | 17% | 4% | 2% | 33%
- CCc1nn(CC(=O)NCCc2ccc(Cl)cc2)c(=O)c2cc3c(OC)cccc3n12
→ nt | 3% | 52 | nt | -3% | -4% | nt
- Cc1cc(C)n(CC(=O)N2CCCC(N3CCN(c4ccccc4C)CC3)C2)n1 (stereo not given)
→ 0% | -7% | -28 | -16% | 2% | 3% | 104%[activator]
- COC(=O)C1=C(SC)N(c2ccccc2)C(c2ccccc2)CC1=O (stereo not given)
→ 4% | -6% | 32 | 15% | -6% | 4% | 6%
- CC1CCCN(Cc2c(O)ccc3c4c(c(=O)oc23)CCCC4)C1 (stereo not given)
→ -4% | 6% | -33 | -10% | -2% | 1% | -21%
- O=C1N(Cc2ccccc2)c2ccccc2C12OCCO2
→ -3% | 3% | 32 | -8% | 14% | -23% | -4%
- CCOC(=O)/C=c1\s/c(=C\c2ccc(C(F)(F)F)cc2)c(=O)n1CC(=O)NCc1ccco1
→ -2% | -8% | -31 | 11% | -2% | 5% | -42%
- Brc1cccc(/C=N/Nc2nc(N3CCCCC3)nc(N3CCCCC3)n2)c1
→ -7% | -1% | nt | nt | 11%[57.1 µM] | nt | -17%
- Cc1cc(=O)[nH]c(-c2cccnc2)n1
→ -4% | -2% | -30 | -2% | 1% | 5% | -17%
- CCCCCn1c(=O)[nH]c2cc(C(=O)Nc3cc(C)cc(C)c3)ccc2c1=O
→ nt | -2% | -1 | nt | 0% | 3% | nt
- COc1ccc(CNC(=O)Cn2nc(-c3ccc4c(c3)OCCO4)ccc2=O)cc1
→ 3% | -11% | 18 | -10% | -1% | 1% | 18%
- CC1CC1C(=O)OCC(=O)Nc1ccc(S(=O)(=O)N2CCOCC2)cc1 (stereo not given)
→ nt | nt | -13 | 3%[11.6 µM] | nt | 0% | -16%
- O=C(NN1C(=O)c2cc(Br)ccc2NC1c1cc(Br)cc(Br)c1O)c1ccncc1 (stereo not given)
→ 0% | -6% | -16 | 78%[activator] | -30% | -9% | -45%
- O=C(Cn1c2ccc(F)cc2c2nc3n(c(=O)c21)CCS3)N1CCCC1
→ 5% | ? | nt | -9% | 9% | -4% | -15%
- COc1ccc(N2CCN(C(CNC(=O)c3c(F)cccc3F)c3ccc4c(c3)OCO4)CC2)cc1 (stereo not given)
→ nt | 5% | 7 | nt | 3% | -6% | nt
- CC(=O)Nc1ccc(N(C(=O)c2ccco2)C(C(=O)NC2CCCC2)c2ccc(N(C)C)cc2)cc1 (stereo not given)
→ 2% | 3% | 1 | 1% | 6% | -4% | 50%
- O=C(CN1CCOCC1)NC1CC2CCC1C2 (stereo not given)
→ -2% | ? | -6 | 0% | ? | -3% | 2%
- Cc1ccccc1NC(=O)c1sc(NC(=O)COc2ccccc2)c(C#N)c1C
→ 1% | -16% | -35 | -1% | -7% | -10% | -27%
- CCc1nc2ccc(C(=O)N3CCN(c4ccccc4)CC3)cc2nc1CC
→ 6% | 1%&9% | -15&-5 | -6% | 8%&-3% | 3%&2% | 127%[activator]
- Cc1cccc(C)c1NC(=O)CN(C)C(=O)CN1C(=O)NC(C)(C)C1=O
→ nt | 6% | -30 | 8% | -5% | 1% | -18%
- CCCCOc1c(Br)cc(/C=C2\N=C(C)OC2=O)cc1OCC
→ 2% | 9% | 42 | 8% | -5% | 0% | 12%
- CCOC(=O)C1=C(COC(=O)CNC(=O)c2cc(OC)c(OC)c(OC)c2)NC(=O)NC1C (stereo not given)
→ nt | ? | -2 | 1% | 1% | 0% | -11%
- Cc1ccc(C2=NN(C(=O)C3CCCO3)C(c3ccco3)C2)cc1 (stereo not given)
→ 2% | 0% | ? | 1% | -12%[57.1 µM] | -3% | 40%
- CN1C(=S)SC(/[N+]([O-])=C/c2c(F)cccc2Cl)C1(C)C (stereo not given)
→ 5% | 1% | 6 | -9% | 1% | 0% | -8%
- COc1cc2c(cc1OC)C(COc1cc(C)cc(C)c1)N(C(=O)C(C)(C)C)CC2 (stereo not given)
→ nt | 4% | 23 | nt | 6% | -5% | nt

Another view of 2 compounds above.
mol	LmPK inhibitor	AmpC detergent	HCMV inh	AMA1-RON2 inh	Sm TGR block	Tb PYK inh	AmpC inh no detg
COc1ccc(CNC(=O)Cn2nc(-c3ccc4c(c3)OCCO4)ccc2=O)cc1	3%	-11%	18	-10%	-1%	1%	18%
CC1CC1C(=O)OCC(=O)Nc1ccc(S(=O)(=O)N2CCOCC2)cc1 (stereo not given)	nt	nt	-13	3%[11.6 µM]	nt	0%	-16%

(list continues)
Under each structure: LmPK inhibitor | AmpC detergent | HCMV inh | AMA1-RON2 inh | Sm TGR block | Tb PYK inh | AmpC inh no detg
- CN1CCc2c(sc3c2C(=O)NC(c2ccccn2)N3)C1 (stereo not given)
→ 2% | -10% | 46 | -37% | 40µM* | -11% | 13%
- CC(C)CC1NC(=O)c2cc3ccccc3cc2-n2c1nc1ccc(Cl)cc1c2=O (stereo not given)
→ nt | nt | -14 | -2% | nt | -3% | nt
- Cc1ccc(NC(=O)C2CCN(C(=O)c3ccco3)CC2)cc1
→ -12% | 0% | -26 | -4% | -1% | -1% | 0%
- O=C(CSc1ncccn1)N/N=C/c1cccc(OC2CSC2)c1
→ -1% | 6% | -32 | -24% | 59%[activator] | 0% | 1%
- CCCCCCC(=O)N/N=C/Cc1ccccc1
→ 7% | 9% | 50 | -14% | 5% | -6% | -35%
- COC(=O)[C@H](Cc1ccccc1)NC(=O)NCC1CCCO1 (stereo not given in full)
→ 0% | ? | 38 | -4% | -19% | 0% | -8%
- CC(=O)Nc1cccc(-c2ccnc3c2CC(C(=O)Nc2cccnc2)O3)c1 (stereo not given)
→ nt | nt | 21 | -5% | nt | 0% | nt
- COc1cc(OC)cc(C(=O)N[C@H](C(=O)Nc2nc(-c3ccc(OC)c(OC)c3)cs2)C(C)C)c1
→ 3% | -10% | -20 | -5% | -6% | 0% | 78%[activator]
- O=C(O)C1=NN(c2ccccc2)C(=O)CC1
→ -3% | -1% | 16 | 6% | 11% | -1% | -4%
- O=C(COC(=O)c1ccccc1C(=O)c1ccc(Cl)cc1)NCCc1ccccc1
→ 0% | -5% | -76* | -9% | -5% | 17% | -14%
- C[C@H](NC(=O)c1nc[nH]c1C(=O)N[C@@H](C)c1ccccc1)C(=O)OC(C)(C)C
→ 8% | 7% | 26 | 133%[activator] | -2% | -18% | 42%
- CCN1/C(=c2/s/c(=C3/C(=O)N(c4ccccc4)N=C3C)n(CC)c2=O)C=Cc2ccccc21
→ nt | nt | -8 | -20% | nt | -14% | nt
- CCc1cccc(C)c1NC(=O)COC(=O)CCn1c(C)csc1=O
→ nt | nt | -37 | -5% | nt | -1% | nt
- CC1CCCC(C)N1C(=O)c1ccc(CS(=O)(=O)c2ccccc2)cc1 (stereo not given)
→ -5% | -13% | ? | -3% | 4% | -4% | 27%
- CCOC(=O)Cc1ccc(NC(=O)N2CCOc3ccc(C)cc32)cc1
→ nt | 24% | -3 | nt | 6% | -2% | nt
- CCC1Oc2ccccc2N(CC(=O)NCCC2=CCCCC2)C1=O (stereo not given)
→ 0% | -4% | -31 | -3% | -11% | -2% | -5%
- C/C(=N/OC(=O)C1CC1)c1cc(-c2ccc(Cl)cc2)no1
→ 5% | -5% | 99 | 9% | 12% | -1% | -6%
- CCCN=C1N(CC)C[C@@H]2[C@@H]3C(=O)N(Cc4ccccc4)C(=O)[C@@H]3[C@](Cc3ccccc3)(C(=O)OC)N12
→ nt | nt | 6 | 2% | nt | 2% | 19%
- CCN(CC)S(=O)(=O)N1CCC(C(=O)NCc2ccc3c(c2)OCO3)CC1
→ -2% | ? | -23 | -7% | 10% | 2% | -10%
- Cc1ccccc1-c1ccc2c(c1)O[C@@H](CN(C)C(=O)Nc1ccc(C(F)(F)F)cc1)[C@H](C)CN([C@@H](C)CO)S2(=O)=O
→ nt | nt | -76* | -4% | nt | -1% | nt
- Cc1c(NC(=O)C(Sc2ccccc2)c2ccccc2)cccc1[N+](=O)[O-] (stereo not given)
→ 5% | -12% | -21 | 0% | -31% | 1% | -40%
